Bioassay records from PubChem.
HUVEC inhibit: inhibitors of HUVEC proliferation, primary screen, cell-based, 384-well. viability, % at 10 µM (by protocol). 86,000 tested, 1.1% active. AID 648, 2007. CellTiter-Glo luminescence, 72 h; active compounds read low;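 active = viability at or below 30%; inactive = viability above 30%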;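 note: 100% = median luminescence of DMSO-only cell control wells on each plate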
Ecoli WT expand: growth inhibitors of wild-type E. coli, primary screen, strain BW25113, expanded library, OD600; AID 710, 2007; 98,000 tested, 0.15% active; growth inhibition, % at 100 µM; OD600 absorbance;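 active = growth inhibition above about 50% at one test dose, limit read from the data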;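 note: growth measured after 20 h incubation at 37 °C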
hDAT+cocaine: changed hDAT dopamine uptake under cocaine IC80, either direction, primary screen, cocaine antagonist project, cell-based, LLC-PK1 hDAT, [14C]-dopamine uptake, MLSMR. B-score at 10 µM. 110,000 tested, 1.3% active. LLC-PK1 hDAT cells, [14C]-dopamine uptake with cocaine IC80; actives deviate in either direction. AID 449768, 2010. Sodium-dependent dopamine transporter (Homo sapiens), Q01959;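 active = Z score or B-score, a plate-position-corrected score, falls beyond the plate's 99.7% confidence bounds, in either direction; inactive = both scores lie inside the 99.7% bounds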;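 note: scored against the spread of the other compound wells on the same plate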
Target sequence (Q01959 whole entry, looked up): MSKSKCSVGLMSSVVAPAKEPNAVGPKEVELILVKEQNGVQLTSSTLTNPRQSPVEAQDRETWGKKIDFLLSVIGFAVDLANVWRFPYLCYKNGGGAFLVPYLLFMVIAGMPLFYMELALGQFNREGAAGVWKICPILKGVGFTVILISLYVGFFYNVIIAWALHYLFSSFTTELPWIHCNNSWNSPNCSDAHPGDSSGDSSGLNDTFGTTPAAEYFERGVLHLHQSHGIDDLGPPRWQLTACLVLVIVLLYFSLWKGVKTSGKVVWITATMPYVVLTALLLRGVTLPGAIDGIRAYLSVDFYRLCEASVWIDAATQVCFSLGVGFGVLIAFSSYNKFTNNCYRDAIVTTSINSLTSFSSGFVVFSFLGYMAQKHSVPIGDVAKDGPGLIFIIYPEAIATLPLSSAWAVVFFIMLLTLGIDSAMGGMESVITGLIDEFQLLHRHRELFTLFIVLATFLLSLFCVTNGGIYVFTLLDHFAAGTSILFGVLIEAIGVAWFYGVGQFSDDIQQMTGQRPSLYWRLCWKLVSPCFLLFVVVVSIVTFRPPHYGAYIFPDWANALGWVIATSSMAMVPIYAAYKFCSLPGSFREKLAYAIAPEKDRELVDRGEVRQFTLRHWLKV
S1P2 blocker: human S1P2 receptor antagonists, primary screen, cell-based; cell-based S1P2 antagonist assay, inhibition at 5 uM; Sphingosine 1-phosphate receptor 2 (Homo sapiens), O95136; AID 736, 2007; inhibition, % at 5 µM; 97,000 tested, 0.21% active; in the data active = inhibition above about 45%;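 note: CRE beta-lactamase reporter cells expressing human S1P2 stimulated with S1P; 0% = agonist at EC80 alone and 100% = agonist plus reference antagonist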
Target sequence (O95136 whole entry, looked up): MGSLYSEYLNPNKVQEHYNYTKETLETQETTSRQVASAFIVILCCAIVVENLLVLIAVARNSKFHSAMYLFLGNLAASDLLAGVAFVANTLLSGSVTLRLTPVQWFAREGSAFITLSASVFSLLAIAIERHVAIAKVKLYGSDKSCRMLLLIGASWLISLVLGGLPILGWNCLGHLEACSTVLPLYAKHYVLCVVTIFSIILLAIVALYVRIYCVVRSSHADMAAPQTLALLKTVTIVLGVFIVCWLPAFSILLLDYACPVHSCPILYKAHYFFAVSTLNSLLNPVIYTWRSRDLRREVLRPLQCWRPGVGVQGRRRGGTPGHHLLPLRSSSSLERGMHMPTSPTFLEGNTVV
S1P2 agonist: S1P2 receptor agonists, primary screen, cell-based; S1P2-expressing cell line, agonist reporter read-out; activation, % at 4.5 µM; 97,000 tested, 0.46% active; AID 729, 2007; in the data active = activation above about 16%;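 note: 0% = vehicle low control and 100% = maximal reference agonist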
PostGolgi yeast: phenotypic screen on post-Golgi transport, primary screen; post-Golgi transport phenotypic cell assay; inhibition, % at 10 µM; 98,000 tested, 0.9% active;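 note: yeast cells grown in 1536-well plates; yeast grown about 18 h at 30C before absorbance read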
H69AR inhibit: proliferation blockers of H69AR lung cancer cells, primary screen, cell-based, human, 86K library; H69AR lung tumor viability, ATP luminescence, 72 h; active compounds read low; AID 598, 2007; 85,000 tested, 6% active; viability, % at 10 µM;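 active = viability at or below 40%; inactive = viability above 40%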;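 note: multidrug resistant small cell line overexpressing MRP-1 efflux transporter; 100% = mean luminescence of untreated control wells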
Fibroblast inh: antiproliferative effect on LL 47 fibroblasts – human, LL 47 cells, CellTiter-Glo luminescence, primary screen; LL 47 human lung fibroblast viability, ATP luminescence; active compounds read low; viability, % at 10 µM; 85,000 tested, 1.1% active; AID 719, 2007;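 active = viability at or below 50% in the single dose screen; inactive = viability above 50%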;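 note: compound exposure lasted 72 h before the ATP readout; 100% = median luminescence of untreated cell-only wells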
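material = human LL 47 lung fibroblast cells | dosing = compounds added from tenfold dosing solution, 0.1% DMSO final | timing = overnight cell rest, 72 h compound treatment at 37 °C | measured by = CellTiter-Glo luminescence measuring cellular ATP | evaluation = % viability versus median cells-only luminescence | control set = cell-only wells, no compound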
PostGolgi ctrl: growth inhibition of yeast control strain, primary screen, counter-screen for post-Golgi transport modulator project. efflux-deficient yeast background strain, growth absorbance A615, 16 h. inhibition, % at 10 µM. 98,000 tested, 5% active. AID 738, 2007
Starred values were filed as active, the others as inactive; / = not tested or not shown. Cut-off read from the data, not from the text of the source, unless noted: active = inhibition above about 30%; inactive = the rest.

cpd	canonical_smiles	HUVEC inhibit	Ecoli WT expand	hDAT+cocaine	S1P2 blocker	S1P2 agonist	PostGolgi yeast	H69AR inhibit	Fibroblast inh	PostGolgi ctrl
1	O=C(CCc1ccccc1)NCCCN1CCOCC1	99.5	3.0	0.11	-8.8	-5.6	-2.7	94.0	102.5	-0.3
2	O=c1[nH][nH]cc1C=Nc1ccccc1O	/	11.0	-0.0315	7.5	-1.3	1.9	/	/	-1.9
3	COc1c(F)c(F)c(C(=O)O)c(Nc2ccccc2)c1F	93.5	-8.0	1.04	-1.9	-3.7	-1.8	94.1	97.0	4.0
4	O=C(CS(=O)(=O)Cc1ccccc1)Nc1cccnc1	86.7	10.0	/	-3.5	-3.4	-6.7	102.2	100.0	1.0
5	CCOc1ccccc1Nc1ncnc2ccccc12	107.1	3.0	-1.9	4.1	-3.6	8.4	98.9	98.6	-2.0
6	Cc1csc(NC(=O)c2cccn2C)n1	92.2	0.0	0.368	-11.8	-3.9	-4.4	91.4	102.4	30.6*
7	O=C(COC(=O)C1COc2ccccc2O1)NC1CCS(=O)(=O)C1 (configuration not stated)	92.5	-9.0	-0.257	-2.8	-6.0	-0.5	97.8	95.7	-1.6
8	O=C(O)c1ccccc1C(=O)NCc1cccnc1	101.0	0.0	-0.457	-3.1	-5.9	4.8	101.5	94.2	1.4
9	CCCc1nc2sc3c(c2c(=O)n1N)CCC3	108.0	-1.0	/	-14.6	-1.1	6.1	89.5	102.6	-1.0
10	Cc1ccc(C(=O)Nc2ccc(S(=O)(=O)N3CCN(C)CC3)cc2)o1	97.7	2.0	-1.61	/	/	-1.9	91.1	96.0	3.6
11	Cc1nn(Cc2ccccc2)c2c1C(c1ccncc1)C(C#N)=C(N)O2 (configuration not stated)	93.9	/	-0.141	/	/	/	75.3	103.0	/
12	COC(=O)c1c(C(=O)OC)c(C)n(Cc2cccnc2)c1C	89.9	1.0	-0.0515	-7.1	-2.9	-0.3	89.2	89.4	3.5
13	O=C1CSC(=O)N1CC(O)COc1ccc(Cl)cc1 (configuration not stated)	100.2	3.0	1.47	-8.7	-6.0	-4.2	91.9	93.9	10.4
14	c1ccc(CN2CCN(c3nc(-c4ccccc4)nc(-n4ccnc4)n3)CC2)cc1	65.2	-5.0	0.646	7.8	-8.7	48.2*	79.5	84.0	77.4*
15	Cn1c(Cc2cccs2)nnc1SCc1nc2ccccc2[nH]1	84.8	7.0	-0.262	/	/	-5.8	85.9	100.6	-2.1

Structures shown so far with an NH in an aromatic ring, in the order listed:
cpd	canonical_smiles	HUVEC inhibit	Ecoli WT expand	hDAT+cocaine	S1P2 blocker	S1P2 agonist	PostGolgi yeast	H69AR inhibit	Fibroblast inh	PostGolgi ctrl
2	O=c1[nH][nH]cc1C=Nc1ccccc1O	/	11.0	-0.0315	7.5	-1.3	1.9	/	/	-1.9
15	Cn1c(Cc2cccs2)nnc1SCc1nc2ccccc2[nH]1	84.8	7.0	-0.262	/	/	-5.8	85.9	100.6	-2.1

(cont.)
cpd	canonical_smiles	HUVEC inhibit	Ecoli WT expand	hDAT+cocaine	S1P2 blocker	S1P2 agonist	PostGolgi yeast	H69AR inhibit	Fibroblast inh	PostGolgi ctrl
16	c1ccc(-c2nc(NCC3CCCO3)c3oc4ccccc4c3n2)cc1 (configuration not stated)	82.3	-24.0	-1.35	-10.8	-0.9	1.8	60.3	110.5	53.2*
17	O=C(CSc1nc2ccccc2c(=O)n1CCCO)NCc1ccccc1	86.3	1.0	0.371	17.5	-6.6	6.4	95.6	/	7.4
18	CCOc1ccc(C2C(C(=O)c3ccco3)=C(O)C(=O)N2Cc2cccnc2)cc1OC (configuration not stated)	84.9	-3.0	-0.202	-12.2	-1.7	13.4	90.2	94.0	5.4
19	CCC1CCCCN1Cc1ccc(OC)c(OC)c1 (configuration not stated)	94.5	8.0	-1.04	-5.7	-3.8	5.9	80.8	101.6	-0.6
20	O=C(CSc1nncs1)NC(=O)NCc1ccccc1	99.9	10.0	-0.00435	/	/	4.6	116.4	101.5	-0.9
21	COc1cc2c(cc1OC)CN(C(=O)CSc1nnc(C)s1)CC2	90.6	1.0	1	-8.6	-1.8	-4.8	83.6	95.6	2.6
22	CC1(C)Cc2ccccc2C2CC(O)C(=O)N21 (configuration not stated)	104.9	0.0	-0.0408	0.5	-2.0	-6.7	89.9	92.9	3.5
23	COc1ccc2c(c1OC)CCC2=O	94.6	/	-0.362	-30.3	-3.7	/	100.4	109.0	/
24	CCCn1c(N)c(C(=O)CSc2nc(C)cs2)c(=O)[nH]c1=O	91.4	4.0	0.795	-1.5	-2.8	-4.0	88.0	98.2	2.2
25	C=CCn1c(SCn2nnc3ccccc3c2=O)nnc1-c1ccc(F)cc1	99.6	-3.0	-0.176	/	/	4.8	91.6	101.5	5.3
26	CCC(c1nnnn1C(C)(C)CC)N(CCCO)Cc1cc2cccc(C)c2[nH]c1=O (configuration not stated)	104.0	6.0	1.11	7.3	-4.4	-16.6	86.6	95.1	12.7
27	OCCN1CCN(CC(O)COc2ccc(Cl)cc2)CC1 (configuration not stated)	87.9	-10.0	-0.105	1.2	-2.8	23.8	96.0	96.1	5.6
28	Cc1ccc(N(CC(=O)O)C2SC(=O)NC2=O)cc1 (configuration not stated)	92.6	-23.0	0.00187	-4.4	-6.6	0.6	91.9	91.8	-3.4
29	COC(=O)c1ccccc1NC(=S)NC(NC(=O)c1ccco1)C(Cl)(Cl)Cl (configuration not stated)	/	8.0	-1.26	-17.7	-3.5	13.6	/	/	21.3
30	Clc1cccc(N/N=C/c2ccc(N3CCOCC3)cc2)c1	/	-3.0	-0.705	7.1	-3.1	0.3	/	/	5.0
31	O=C(NNC(=O)c1ccccc1[N+](=O)[O-])c1cnccn1	106.1	-1.0	0.169	-1.1	-0.9	-6.1	97.4	96.1	-7.0
32	CCOC(=O)C1=C(C)NC(C)=C(C(=O)OC)C1c1cccc(Cl)c1Cl (configuration not stated)	69.6	/	1.42	/	/	/	59.7	86.7	/
33	O=C1Cc2ccccc2N1c1ccccc1	93.0	/	0.762	/	/	/	96.4	102.8	/
34	CCOC(=O)c1oc2ccccc2c1NC(=O)CN1CCN(C)CC1	99.8	2.0	-0.78	0.5	-5.3	24.0	84.0	90.8	10.8
35	Cc1nc2ccccc2c2oc(C(=O)NC3CC3)cc12	70.7	1.0	0.584	-21.5	4.9	-2.0	69.4	99.4	3.6
36	Cn1c(CO)cnc1SCc1ccc([N+](=O)[O-])cc1	/	1.0	-0.741	-5.7	-3.7	22.5	/	/	9.0
37	Cc1nc2n[nH]c(N)c2c2c1COC(C)(C)C2	90.5	2.0	-1.12	/	/	-5.3	92.6	94.1	-6.8
38	COCc1[nH][nH]c(=O)c1C=Nc1ccc(F)cc1F	86.9	1.0	-0.956	-15.1	-4.8	5.5	96.8	96.6	-2.7
39	O=C(/C=N/O)NCCCN1CCCCCC1	92.1	2.0	0.25	6.6	-4.3	-7.9	97.8	107.4	-4.3
40	CCc1ccccc1NC(=O)c1ccc(F)c(S(=O)(=O)N2CCC(C(N)=O)CC2)c1	97.3	-3.0	-0.933	7.5	-3.4	0.1	91.8	95.3	-1.2
41	CC(C)Sc1cc(N2CCOCC2)nc(-c2ccc(Cl)cc2)n1	/	-5.0	-0.0233	8.9	-5.9	17.6	/	/	15.2
42	CC1=C(C(=O)Nc2ccc(F)cc2)C(c2ccc(C)o2)C2=C(CC(C)(C)CC2=O)N1 (configuration not stated)	103.4	10.0	-0.567	11.2	20.9*	-1.9	82.8	104.0	7.0
43	CC(=O)N1CCN(c2ccc(N=Cc3c(O)n(Cc4ccccc4)c(=O)[nH]c3=O)cc2)CC1	106.9	/	1.38	8.3	-2.6	/	85.7	92.3	/
44	CCOC(=O)c1nc2cc3n(c(C)c-2c1C)C(C)C(C)=C3C (configuration not stated)	/	4.0	-0.0943	-15.1	-6.9	-7.3	/	/	6.1
45	COc1ccc(C2CCN(Cc3cccnc3)CC2O)cc1 (configuration not stated)	105.1	2.0	0.323	-7.2	-10.2	18.8	108.5	96.3	-0.5

One compound at a time, as listed above:
`CCOC(=O)c1nc2cc3n(c(C)c-2c1C)C(C)C(C)=C3C` (configuration not stated) is listed as HUVEC inhibit = /; Ecoli WT expand = 4.0; hDAT+cocaine = -0.0943; S1P2 blocker = -15.1; S1P2 agonist = -6.9; PostGolgi yeast = -7.3; H69AR inhibit = /; Fibroblast inh = /; PostGolgi ctrl = 6.1
`O=C(/C=N/O)NCCCN1CCCCCC1` is listed as HUVEC inhibit = 92.1; Ecoli WT expand = 2.0; hDAT+cocaine = 0.25; S1P2 blocker = 6.6; S1P2 agonist = -4.3; PostGolgi yeast = -7.9; H69AR inhibit = 97.8; Fibroblast inh = 107.4; PostGolgi ctrl = -4.3

Continued.
cpd	canonical_smiles	HUVEC inhibit	Ecoli WT expand	hDAT+cocaine	S1P2 blocker	S1P2 agonist	PostGolgi yeast	H69AR inhibit	Fibroblast inh	PostGolgi ctrl
46	Cc1cccc(C)c1NC(=O)N1CC=C(n2c(=O)[nH]c3ccccc32)CC1	91.9	3.0	-0.469	18.6	-5.4	3.4	90.8	98.1	12.5
47	O=C1CC(CCC(=O)NC2CC2)c2ccccc2N1 (configuration not stated)	96.4	-1.0	-0.428	5.2	-1.6	20.4	85.3	104.3	9.2
48	Cc1cc2n(n1)C(c1ccc(N(C)C)cc1)Nc1ccccc1-2 (configuration not stated)	77.4	5.0	-0.566	-16.8	3.6	-1.6	90.5	89.2	23.1
49	Cc1ccccc1OCc1nnc(SCC(=O)NCc2ccccc2)n1C	94.9	2.0	-0.147	-1.2	-6.4	-5.6	84.9	107.4	13.5
50	COc1ccc(CCNc2oc(-c3ccco3)nc2C#N)cc1	93.1	-8.0	-0.00488	-15.0	0.1	-7.0	87.6	102.6	10.2
51	COc1ccccc1CCNC(=O)c1ccoc1C	105.4	2.0	-0.0476	0.4	-3.3	18.0	88.8	95.3	5.4
52	O=C(Nc1ccc(N2CCCCC2)cc1)c1cncc(Br)c1	87.2	-6.0	-0.0028	5.9	-9.8	2.7	58.3	104.2	-10.8
53	c1ccc(Nc2nc3ccccc3o2)cc1	/	-4.0	0.526	-11.9	-3.3	8.7	/	/	14.3
54	O=C1/C(=C/c2cccc3ccccc23)CCCc2ccccc21	97.4	/	/	-14.2	-3.0	/	87.3	87.5	/
55	CCCCOC(=O)Nc1cc(C)c(Cl)cc1OC	93.9	-2.0	0.176	-16.0	2.2	2.9	90.3	95.1	9.3
56	O=C(COc1ccc2c(c1)C(=O)CC1(CCCCC1)O2)NCc1ccccn1	88.2	-6.0	0.647	5.9	-7.7	-10.9	90.1	94.7	11.0
